TMEM16A inh = blocks the mouse calcium-activated chloride channel TMEM16A; Q8BHY3; HEK293 TMEM16A/YFP iodide influx fluorescence, ionomycin; normalized B-score (activity score, 25-100; higher = stronger inhibition) at 10 µM; 310,000 tested, 1.2% active; AID 588511;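 active means ratio plate-corrected score three or more library SD toward inhibition, starting fluorescence score within five deviations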;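 further: score derived from kinetic fluorescence span divided by baseline fluorescence per well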
KCNK9 block = blocks the human KCNK9 two-pore domain potassium channel. Q9NPC2. HEK293 KCNK9, FluxOR thallium flux fluorescence; hits give low values. B-score at 10 µM. 310,000 tested, 1.2% active;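 active means ratio B-score over 3 SD below the library mean, with starting fluorescence within 5 SD of its mean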;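 further: negative B-score means less thallium flux so channel inhibition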
TRPC4 potent = TRPC4 (mouse) allosteric potentiation; Q9QUQ5; HEK293 TRPC4beta/mu-opioid, DAMGO EC20, Fluo-4 Ca2+ flux; hits give high values; B-score at 10 µM; 310,000 tested, 0.42% active;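 active means B-score of calcium response area above 5 SD of library B-scores, with initial fluorescence ratio within 5 SD of library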;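 further: B-score of integrated fluorescence ratio over time as area under calcium response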
Dyrk1A ADPGlo = Dyrk1A (rat) kinase inhibition. Q63470. ADP-Glo luminescence, NFATc1 peptide. inhibition, % at 12.5 µM. 310,000 tested, 0.43% active. AID 504441; in the data active means inhibition above about 50%;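 further: plate controls were vehicle with enzyme for no effect and no enzyme for full effect; many of its hits are not listed in these tables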
KCNK3 block = human KCNK3 channel inhibition, primary screen. O14649. CHO-KCNK3 thallium flux, FluxOR fluorescence; hits give low values. B-score at 10 µM. 340,000 tested, 0.84% active. AID 602410;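 active means B-score under library mean minus 4 SD, starting fluorescence ratio at most library mean plus 5 SD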;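 further: more negative B-score means stronger inhibition of thallium flux through KCNK3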
TRPC4 agonist = TRPC4 (mouse) channel activation; Q9QUQ5; HEK293 TRPC4beta/mu-opioid, Fluo4 calcium fluorescence; hits give high values; B-score at 10 µM; 310,000 tested, 0.49% active; AID 2237;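 active means B-score above 5 SD of library B-scores, and initial fluorescence ratio not above library mean plus 5 SD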;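 further: positive B-score marks a calcium rise read as TRPC4 activation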
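Assay system: HEK293 stable line with TRPC4beta plus mu-opioid receptor; schedule: 45 min room-temperature Fluo4 loading, 110 s read; technique: kinetic Fluo4 calcium fluorescence; evaluation: integrated baseline-normalised fluorescence ratio, converted to per-well B score; controls: buffer (low) and maximal DAMGO (high)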
hERG protect = compounds protecting human hERG from proarrhythmic drug block; activation (rescue from dofetilide block), less the hit threshold, % at 10 µM; 310,000 tested, 0.51% active; AID 1511; Q12809; CHO-hERG, FluxOR thallium flux, dofetilide IC70 present;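 active means activation above the mean of controls blocked by dofetilide plus 5 SD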;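 further: thallium influx through hERG after potassium depolarization seen as dye fluorescence rise; in these data hits start at about 4.7%; inactives centre near -7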
Target sequence (Q12809 whole entry, looked up): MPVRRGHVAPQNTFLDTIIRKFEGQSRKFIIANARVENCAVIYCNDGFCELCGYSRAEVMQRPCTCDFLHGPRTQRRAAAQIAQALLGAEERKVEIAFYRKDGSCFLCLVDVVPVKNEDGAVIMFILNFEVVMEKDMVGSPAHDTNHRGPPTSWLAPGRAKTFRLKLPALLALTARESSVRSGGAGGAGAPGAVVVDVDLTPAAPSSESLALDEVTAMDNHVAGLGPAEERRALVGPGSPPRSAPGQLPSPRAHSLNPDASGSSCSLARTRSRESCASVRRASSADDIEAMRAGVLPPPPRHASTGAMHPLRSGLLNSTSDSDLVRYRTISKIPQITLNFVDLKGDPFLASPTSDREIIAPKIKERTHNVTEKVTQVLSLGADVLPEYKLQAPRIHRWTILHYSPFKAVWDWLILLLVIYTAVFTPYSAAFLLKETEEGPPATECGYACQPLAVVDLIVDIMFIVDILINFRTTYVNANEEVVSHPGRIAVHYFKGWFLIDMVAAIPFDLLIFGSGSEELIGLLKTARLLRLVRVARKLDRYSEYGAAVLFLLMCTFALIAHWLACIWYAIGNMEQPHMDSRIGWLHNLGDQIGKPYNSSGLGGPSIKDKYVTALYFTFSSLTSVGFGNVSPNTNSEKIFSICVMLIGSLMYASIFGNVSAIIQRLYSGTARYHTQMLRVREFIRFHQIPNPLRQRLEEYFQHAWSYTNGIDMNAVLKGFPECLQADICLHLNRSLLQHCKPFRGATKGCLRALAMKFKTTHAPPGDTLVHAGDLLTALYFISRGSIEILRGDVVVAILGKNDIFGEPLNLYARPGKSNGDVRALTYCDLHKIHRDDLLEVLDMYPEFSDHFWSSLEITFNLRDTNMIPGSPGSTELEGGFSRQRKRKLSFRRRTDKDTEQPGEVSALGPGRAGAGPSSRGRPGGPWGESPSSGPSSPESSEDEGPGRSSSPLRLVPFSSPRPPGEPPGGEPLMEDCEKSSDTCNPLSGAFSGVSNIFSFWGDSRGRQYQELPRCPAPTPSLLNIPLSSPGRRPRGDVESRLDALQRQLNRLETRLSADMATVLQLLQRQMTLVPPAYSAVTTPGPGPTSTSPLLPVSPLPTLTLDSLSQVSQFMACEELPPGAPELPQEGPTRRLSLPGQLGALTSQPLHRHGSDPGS
KCNQ1 block = blocks the human KCNQ1 potassium channel. B-score at 10 µM. 310,000 tested, 1.3% active. CHO-K1 KCNQ1, FluxOR thallium flux fluorescence; hits give high values. AID 2642. P51787;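 active means compounds whose thallium flux B-score, printed positive for inhibition, exceeds three library SD while starting fluorescence stays within three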;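 further: channel opened by potassium depolarization with thallium stimulus after 20 min compound exposure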
TMEM16A act = activators or potentiators of mouse TMEM16A chloride channel. Q8BHY3. HEK293 TMEM16A/YFP-H148Q/I152L, iodide quench fluorescence; hits give low values. B-score at 10 µM. 340,000 tested, 0.3% active. AID 623877;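 active means fluorescence-ratio B-score plate-corrected deviation score at least 3 library SD below zero, with starting fluorescence score within 5 deviations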;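 further: channel opened by trigger with iodide after compound preincubation; score built on the fluorescence ratio of max minus min over baseline; more negative score means more quench and so TMEM16A activation or potentiation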
KCNQ1 act = human KCNQ1 channel potentiation or activation. 310,000 tested, 0.35% active. B-score at 10 µM. P51787. CHO-K1 KCNQ1, thallium flux FluxOR fluorescence; hits give high values;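 active means fluorescence ratio B-score, a plate-corrected score, at least three library SD, with initial intensity B-score within 5 SD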
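Doses: Single concentration per compound, DMSO matched to controls | Test system: KCNQ1-transfected CHO-K1 cells | Timing: 90 min dye loading and 20 min compound exposure, both at room temperature | Measured by: Kinetic FluxOR thallium fluorescence, 10-s 1-Hz baseline, 110-s post-stimulus read | Medium: Assay buffer with matched DMSO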
HDAC3 inhib = inhibitors of human histone deacetylase 3; O15379; inhibition, % at 8.3 µM; 320,000 tested, 0.15% active; AID 2718; recombinant HDAC3, fluorogenic peptide/trypsin coupled, fluorescence; in the data active means inhibition above about 26%, passing the limit was not always enough
* marks the source's active call; other numbers are inactive results; i = inactive; / = not tested or not shown.

SMILES | TMEM16A inh | KCNK9 block | TRPC4 potent | Dyrk1A ADPGlo | KCNK3 block | TRPC4 agonist | hERG protect | KCNQ1 block | TMEM16A act | KCNQ1 act | HDAC3 inhib
CCN1C(=O)[C@H]2[C@@H](c3ccc(-c4ccc5c(c4)OCO5)c(OC)c3)N[C@@](Cc3ccccc3)(C(=O)OC)[C@H]2C1=O | i | i | i | -9.2 | i | i | -12.6 | i | i | i | 4.6
CCCCC1C(C#N)=C(C)NC2=C1C(=O)CC(C)(C)C2 (stereo not drawn) | i | i | i | 3.5 | i | i | -6.5 | i | i | i | -8.9
CCOC(=O)CC(=O)CSc1nc2c(c(-c3cccs3)c1C#N)CCC2 | i | i | i | 5.7 | i | i | -10.1 | i | i | i | 3.0
COC(=O)c1ccc(N)c(N=CC2=C(O)CC(C)(C)CC2=O)c1 | i | i | i | 5.6 | i | i | -6.5 | i | i | i | /
CCN(CC)CCn1nc2c3c(cccc3c1=O)-c1ccccc1-2 | i | i | i | 12.0 | i | i | -8.4 | i | i | i | 8.0
CCOC(=O)c1c(C)[nH]c(C)c1C(=O)COC(=O)c1cc(OC)c(OC)cc1OC | i | i | i | -5.8 | i | i | -12.5 | i | i | i | 4.6
CN(CC(=O)Nc1ccc(N2CCOCC2)cc1)CC(=O)Nc1ccccc1[N+](=O)[O-] | i | i | i | -2.8 | i | i | -5.4 | i | i | i | 1.3
COc1cc(C2=Nc3ccc(Br)cc3C(c3ccccc3)N2CC(=O)NN)cc(OC)c1OC (stereo not drawn) | i | i | i | / | i | i | -7.9 | i | i | i | 9.3
CCNc1ccc(S(=O)(=O)N(C)C)cc1NCC(=O)Nc1c(F)cccc1F | i | i | i | -2.8 | i | i | -3.7 | i | i | i | /
Cc1nnc(NC(=O)c2cc3ccccc3o2)s1 | i | i | i | -0.4 | i | i | -5.0 | i | i | i | 7.7
c1ccc2c(c1)ncc1cccn12 | i | i | i | 10.4 | i | i | -5.0 | i | i | i | -61.6
COc1cc(C(=S)NCc2ccccc2)cc(Br)c1O | i | i | i | 5.7 | i | i | -12.0 | i | i | i | 1.7
CSCCC(NC(=O)COc1ccccc1)C(=O)N1CCCC(C(F)(F)F)C1 (stereo not drawn) | i | i | i | -6.7 | i | i | -12.7 | i | i | i | /
Cc1ccc(NC(=O)c2ccc(COc3ccccc3)o2)nc1 | i | i | i | -2.0 | i | i | -5.9 | i | i | i | -0.7
O=C(NC1CCN(S(=O)(=O)c2ccccc2F)CC1)c1cccnc1 | i | i | i | 0.0 | i | i | -8.8 | i | i | i | 6.9
O=C(Cn1cnnn1)NCc1ccccc1 | i | i | i | -1.3 | i | i | -3.5 | i | i | i | 0.8
Cc1ccc(OCCC(=O)Nc2ccc(F)c(Cl)c2)cc1 | i | i | i | -0.4 | i | i | -4.2 | i | i | i | 9.2
CCOc1ccc2nc(NC(=O)C3CCCO3)sc2c1 (stereo not drawn) | i | i | i | / | i | i | -15.2 | i | i | i | 3.1
CN(O)/C=C1\C(=O)Nc2ccccc21 | i | i | i | 5.6 | i | i | -1.2 | i | i | i | 2.9
COc1ccc(OC)c(NC(=S)NCc2cccs2)c1 | i | i | i | 1.7 | i | i | -3.2 | i | i | i | 2.5
O=C(Nc1ccc(NC(=O)c2ccc(S(=O)(=O)c3ccccc3)cc2)cc1)c1ccccc1 | i | i | i | 5.7 | i | i | -1.1 | i | i | i | -0.9
O=C1NC(=O)C(CC(=O)N(Cc2cccs2)C2(C(=O)NC3CCCC3)CCCCC2)N1 (stereo not drawn) | i | i | i | 3.4 | i | i | -7.9 | i | i | i | -4.6
COc1cccc(OC)c1C(=O)Nc1ccc(NC(=O)c2ccco2)cc1 | i | i | i | 1.2 | i | i | -1.8 | i | i | i | -4.2
Cc1c(C(=O)NNc2c(Cl)cccc2Cl)n(C)oc1=O | i | i | i | -15.5 | i | i | -3.7 | i | i | i | 2.2
O=C1C(Cc2ccc(Br)cc2)SC(=Nc2ccccc2)N1c1ccccc1 (stereo not drawn) | i | i | i | -3.5 | i | i | -4.6 | i | i | i | -4.5

Other records:
SMILES | TMEM16A inh | KCNK9 block | TRPC4 potent | Dyrk1A ADPGlo | KCNK3 block | TRPC4 agonist | hERG protect | KCNQ1 block | TMEM16A act | KCNQ1 act | HDAC3 inhib
CC1CCCN(S(=O)(=O)c2ccc(C(=O)Nc3sc4c(c3C(N)=O)CCN(C)C4)cc2)C1 (stereo not drawn) | i | i | i | 3.4 | i | i | -9.5 | i | i | i | -3.3
COc1ccc(C(=O)Nc2cccc(-c3ccc4nncn4n3)c2)cc1 | i | i | i | -6.6 | i | i | -2.2 | i | i | i | -0.4
CSc1ccccc1C(=O)C1CCCN(C(=O)c2cncs2)C1 (stereo not drawn) | i | i | i | / | i | i | -5.2 | i | i | i | 1.7
O=C(O)CSCC(=O)N1CCCN(c2nccc(C(F)(F)F)n2)CC1 | i | i | i | 6.1 | i | i | 1.3 | i | i | i | 1.7
CC1CC(C)CN(CCCNC(=O)c2csc3c2CCCC3)C1 (stereo not drawn) | i | i | i | 4.1 | i | 82* | -13.0 | i | i | i | 1.9
CCN1CCN(CC(=O)Nc2ccc3c(c2)OCO3)C(=O)C1=O | i | i | i | 0.9 | i | i | -12.3 | i | i | i | 5.5
CC(Sc1nnc2ccccn12)C(=O)Nc1ccc(Cl)cn1 (stereo not drawn) | i | i | i | 9.6 | i | i | -3.6 | i | i | i | -6.0
Cn1c(=O)c2c(ncn2CC(=O)OCC(=O)Nc2cc(Cl)ccc2Cl)n(C)c1=O | i | i | i | -4.8 | i | i | -1.8 | i | i | i | -6.4
Cc1ccc(OCCCn2c(=O)oc3ccccc32)cc1 | i | i | i | -0.8 | i | i | -6.3 | i | i | i | 4.8
Cc1ccc([N+](=O)[O-])cc1S(=O)(=O)n1ccnc1C | i | i | i | 1.7 | i | i | -11.6 | i | i | i | 3.2
CCCCNCc1cc(OC)c(OCC(N)=O)cc1Br | i | i | i | -9.2 | i | i | -4.5 | i | i | i | 6.4
Cc1ccc(C2CC(c3cccc(C)c3)n3ncnc3N2)cc1 (stereo not drawn) | i | i | i | 12.0 | i | i | -7.1 | i | i | i | 0.7
CC(C)(CC(=O)OCC(=O)Nc1ccccc1F)CC1=NS(=O)(=O)c2ccccc2N1 | i | i | i | 11.7 | i | i | -3.2 | i | i | i | -4.0
CC(NC(=O)c1cc(-c2ccncc2)nc2ccc(Br)cc12)C1CCCO1 (stereo not drawn) | i | i | i | 2.2 | i | i | -12.2 | i | i | i | 5.7
Cc1cc2ccccn2c1C(=O)c1ccccc1Br | i | -8.32* | i | 8.7 | i | i | -7.6 | i | i | i | 3.4
C=C(C)Cn1c(CCCNC(=O)C(C)(C)C)nc2ccccc21 | i | i | i | 1.7 | i | i | -3.0 | i | i | i | -2.5
CCCCSc1cc(C)nc2ncnn12 | i | i | i | -7.1 | i | i | -8.3 | i | i | i | -8.8
CN(Cc1nc2ccc(F)cc2[nH]1)Cc1nc(CC2CC2)no1 | i | i | i | -2.1 | i | i | -5.5 | i | i | i | -3.4
O=C1N(Cc2cccc(Cl)c2)C[C@@H]2C[C@@H](c3cccn3-c3ccccn3)N3CCC[C@@]123 | i | i | i | -3.4 | i | i | -10.7 | 6* | i | i | -3.1
CCc1ccc(-c2cc(C)no2)cc1S(=O)(=O)NCCN1CCC(C)CC1 | i | i | i | 2.5 | i | i | -8.7 | i | i | i | -2.2
CCOC(=O)N1CCN(S(=O)(=O)N(C)C)CC1 | i | i | i | -1.5 | i | i | -0.3 | i | i | i | 5.5
COC1CCN(Cc2c(C(=O)N3CCN(C4CCCCC4)CC3)nc3ccccn23)CC1 | i | i | i | -3.5 | i | i | -12.9 | i | i | i | -8.3
OC(COCc1ccccc1)CN1CCN(c2ccccc2)CC1 (stereo not drawn) | i | i | i | 5.9 | i | i | -1.4 | i | i | i | -2.7
COc1cccc(CN2CCN(Cc3cc4ccccc4[nH]3)CC2CCO)c1 (stereo not drawn) | i | i | i | 14.9 | i | i | -10.2 | i | i | 13* | -0.6
CSC1=NCCN1C(=O)c1ccc(C)cc1 | i | i | i | / | i | i | -18.1 | i | i | i | -5.2

Next section.
SMILES | TMEM16A inh | KCNK9 block | TRPC4 potent | Dyrk1A ADPGlo | KCNK3 block | TRPC4 agonist | hERG protect | KCNQ1 block | TMEM16A act | KCNQ1 act | HDAC3 inhib
O=C(Nc1cccc(Cl)c1)ON=C1c2ccccc2-c2ccccc21 | i | i | i | 50.3* | -8.85* | i | -17.0 | i | i | i | 1.6
CC(C)c1ccc(NC(=O)C(c2ccccc2)N2CCOCC2)cc1 (stereo not drawn) | i | i | i | -1.5 | i | i | -8.2 | i | i | i | 2.6
Cc1cccc(C)c1NC(=O)C[N+](C)(C)CC(O)COc1cccc2ccccc12 (stereo not drawn) | i | i | i | / | i | i | -11.5 | i | i | i | 9.6
COc1ccccc1-c1nnc(NC(=O)C2=COCCO2)o1 | i | i | i | -5.3 | i | i | -6.5 | i | i | i | 8.1
COc1ccc(Nc2nnc(SCC(=O)N3CC(=O)Nc4ccccc43)s2)cc1 | i | i | i | -17.8 | i | i | -4.3 | i | i | i | -2.6
Cc1ccc(CNC(=O)C(CC(C)C)OC(=O)c2ccco2)cc1 (stereo not drawn) | i | i | i | -5.2 | i | i | -7.1 | i | i | i | -2.5
O=P(c1ccccc1)(c1ccccc1)c1nc(-c2ccc(Cl)cc2)oc1N1CCOCC1 | i | i | i | -0.1 | i | i | -6.1 | i | i | i | -9.4
CC(Oc1cccc(Cl)c1)C(=O)Nc1cc(S(=O)(=O)N2CCOCC2)ccc1N1CCCCC1 (stereo not drawn) | i | i | i | 4.4 | i | i | -15.1 | 7* | i | i | 7.3
Cc1cc(C2=NNC(=NC3CC3)SC2)c(C)n1-c1ccccc1F | i | i | i | 4.1 | i | i | -12.4 | i | i | i | 2.0
Oc1ccccc1-c1cc(-c2ccco2)[nH]n1 | i | i | i | 13.1 | i | i | -18.3 | i | i | i | -0.8
O=C(CSc1nnc(-c2ccncc2)o1)Nc1ccccc1Cl | i | i | i | -4.4 | i | i | -5.3 | i | i | i | -3.3
N#Cc1c(N2CCOCC2)nc(-c2ccco2)c2c1CCCC2 | i | i | i | 7.6 | i | i | -9.6 | i | i | i | 1.7
O=C(C1CCN(c2nnc(-n3cccc3)s2)CC1)N1CCN(c2cccc(C(F)(F)F)c2)CC1 | i | i | i | 1.2 | i | i | -6.3 | i | i | i | 12.7

Screening data (PubChem BioAssay)

An excerpt; rates above refer to the full screens.
